Screening data from PubChem BioAssay.
Mtb BioA inh = M. tuberculosis BioA enzyme inhibitors, primary screen, biochemical, plate reader, single point, HTS | purified M. tuberculosis BioA enzyme | inhibition, % at 9.99 µM | 0.096% of 360,000 active | 7,8-diaminopelargonic acid synthase BioA (Mycobacterium tuberculosis); in the data active means inhibition above about 40%
The depositor's hits bear a star. The list is partial; count on the stated rates, not on these rows.

COc1cccc(NC(=O)C[C@@H]2CC[C@@H]3[C@@H](COc4ccc(NC(=O)c5ccccc5F)cc4C(=O)N3C)O2)c1
  Mtb BioA inh: -4.1
O=C(Nc1ccc(C(F)(F)F)cc1)N[C@H]1C=C[C@H](CC(=O)N2CCCCC2)O[C@@H]1CO
  Mtb BioA inh: 2.2
C[C@H](CO)N1C[C@H](C)[C@@H](CN(C)S(=O)(=O)c2ccc(Cl)cc2)Oc2c(NS(=O)(=O)c3cccs3)cccc2C1=O
  Mtb BioA inh: -0.3
CO[C@H]1CN(C)C(=O)c2cc(NC(=O)C3CC3)ccc2OC[C@@H](C)N(Cc2cc(F)ccc2F)C[C@H]1C
  Mtb BioA inh: -3.1
CCCN1[C@H](C(=O)N2CCOCC2)[C@@H](CO)[C@@H]2Cn3c(ccc(/C=C/c4ccccc4)c3=O)[C@@H]21
  Mtb BioA inh: -3.1
C[C@@H]1CN([C@H](C)CO)C(=O)c2cccc(N(C)C)c2O[C@H]1CN(C)Cc1ccc(C(=O)Nc2ccccc2N)cc1
  Mtb BioA inh: -0.1
CCCC#Cc1ccc([C@H]2[C@H](CO)N3CCCCN(C(=O)NC4CCCC4)C[C@@H]23)cc1
  Mtb BioA inh: -2.0
C/C=C/c1ccc([C@@H]2[C@@H](CO)N(C(=O)CC)[C@H]2CNC(=O)c2ccncc2)cc1
  Mtb BioA inh: 2.5
O=C(CN1CCOCC1)NCC[C@H]1CC[C@H](NS(=O)(=O)c2ccc(Cl)cc2)[C@H](CO)O1
  Mtb BioA inh: -2.4
CC=Cc1ccc2n(c1=O)C[C@H]1[C@H](CO)[C@@H](C(=O)OC)[C@@H]2N1CC1CCCCC1 (mixture of isomers)
  Mtb BioA inh: 0.9
C[C@H]1CN([C@@H](C)CO)S(=O)(=O)c2ccc(-c3cccnc3)cc2O[C@@H]1CN(C)C(=O)C1CCCCC1
  Mtb BioA inh: 21.8
CC(C)CC#Cc1cnc2c(c1)C(=O)N([C@H](C)CO)C[C@@H](C)[C@@H](CN(C)C(=O)Nc1cccc(F)c1)O2
  Mtb BioA inh: 4.9
Cc1noc(C)c1S(=O)(=O)N(C)C[C@H]1Oc2ccc(NC(=O)CCCN(C)C)cc2CC(=O)N([C@H](C)CO)C[C@@H]1C
  Mtb BioA inh: -1.9
O=C(C[C@H]1C[C@H]2c3cc(NC(=O)Nc4ccccc4)ccc3O[C@H]2[C@H](CO)O1)NC1CCCCC1
  Mtb BioA inh: -2.1
CO[C@H]1CN(C)C(=O)c2cc(NC(=O)Nc3ccccc3)ccc2OC[C@H](C)N(C(C)=O)C[C@@H]1C
  Mtb BioA inh: 0.4
C[C@H]1CN([C@@H](C)CO)C(=O)Cc2cc(NC(=O)Nc3ccccc3)ccc2O[C@@H]1CN(C)S(=O)(=O)c1cn(C)cn1
  Mtb BioA inh: -2.8
O=C(N[C@@H]1CC[C@H](CCNC(=O)C2CCC2)O[C@H]1CO)c1ccccn1
  Mtb BioA inh: -4.1
CO[C@@H]1CN(C)C(=O)c2ccc(NS(C)(=O)=O)cc2OC[C@H](C)N(Cc2cncnc2)C[C@@H]1C
  Mtb BioA inh: -2.9
CCCNC(=O)N(C)C[C@H]1Oc2cc(C#CC(C)(C)O)ccc2S(=O)(=O)N([C@@H](C)CO)C[C@@H]1C
  Mtb BioA inh: -0.5
CC(C)NC(=O)N(C)C[C@H]1OCCCC[C@H](C)Oc2ccc(NC(=O)Nc3ccc(C(F)(F)F)cc3)cc2C(=O)N([C@H](C)CO)C[C@H]1C
  Mtb BioA inh: 0.1
CC(C)NC(=O)N1[C@@H](C#N)[C@H](c2ccc(C#CC3CCCC3)cc2)[C@@H]1CO
  Mtb BioA inh: 1.8
CNC[C@H]1Oc2ccc(NC(=O)Cc3ccccc3)cc2C(=O)N([C@H](C)CO)C[C@@H]1C
  Mtb BioA inh: -0.9
CO[C@@H]1CN(C)C(=O)c2ccc(NC(=O)C3CC3)cc2OC[C@@H](C)N(C)C[C@H]1C
  Mtb BioA inh: -4.4
Cc1ccccc1S(=O)(=O)N1C[C@@H](O)COC[C@H]2O[C@@H](CC(=O)NCc3ccccc3Cl)CC[C@@H]21
  Mtb BioA inh: 2.2
Cc1cccc(-c2ccc([C@@H]3[C@@H](CO)N4CCCCN(S(=O)(=O)c5ccccc5F)C[C@H]34)cc2)c1
  Mtb BioA inh: 2.5

No new results follow: an excerpt of the list.
COc1cccc(NC(=O)C[C@@H]2CC[C@@H]3[C@@H](COc4ccc(NC(=O)c5ccccc5F)cc4C(=O)N3C)O2)c1
  Mtb BioA inh: -4.1
O=C(Nc1ccc(C(F)(F)F)cc1)N[C@H]1C=C[C@H](CC(=O)N2CCCCC2)O[C@@H]1CO
  Mtb BioA inh: 2.2

Back to the main list; the 4 compounds before the break are reprinted first.
CNC[C@H]1Oc2ccc(NC(=O)Cc3ccccc3)cc2C(=O)N([C@H](C)CO)C[C@@H]1C
  Mtb BioA inh: -0.9
CO[C@@H]1CN(C)C(=O)c2ccc(NC(=O)C3CC3)cc2OC[C@@H](C)N(C)C[C@H]1C
  Mtb BioA inh: -4.4
Cc1ccccc1S(=O)(=O)N1C[C@@H](O)COC[C@H]2O[C@@H](CC(=O)NCc3ccccc3Cl)CC[C@@H]21
  Mtb BioA inh: 2.2
Cc1cccc(-c2ccc([C@@H]3[C@@H](CO)N4CCCCN(S(=O)(=O)c5ccccc5F)C[C@H]34)cc2)c1
  Mtb BioA inh: 2.5
Cc1nn(C)cc1NC(=O)C[C@H]1CC[C@H]2[C@@H](COc3ccc(NC(=O)C(C)C)cc3C(=O)N2C)O1
  Mtb BioA inh: 13.2
CC(C)NC(=O)N(C)C[C@H]1OCCCC[C@H](C)Oc2ccc(NS(=O)(=O)c3ccc(F)cc3)cc2C(=O)N([C@H](C)CO)C[C@@H]1C
  Mtb BioA inh: 5.3
C[C@@H]1CN([C@H](C)CO)S(=O)(=O)c2ccc(-c3ccccc3)cc2O[C@H]1CN(C)Cc1ccccc1
  Mtb BioA inh: 0.3
C[C@@H]1CN([C@@H](C)CO)C(=O)c2cc(NC(=O)NC3CCCCC3)ccc2O[C@@H]1CN(C)Cc1ccccc1
  Mtb BioA inh: 0.8
C[C@@H]1CN([C@H](C)CO)C(=O)c2cccc(NC(=O)Nc3ccc(C(F)(F)F)cc3)c2O[C@H]1CN(C)S(=O)(=O)c1ccc(Cl)cc1
  Mtb BioA inh: -0.4
CC(=O)NC[C@@H]1[C@@H](c2ccccc2)[C@H](CO)N1C(=O)Cc1cccnc1
  Mtb BioA inh: -0.9
COCC(=O)N(C)C[C@@H]1Oc2ncc(C#Cc3ccc(OC)cc3)cc2C(=O)N([C@@H](C)CO)C[C@@H]1C
  Mtb BioA inh: -1.7
CN1C(=O)c2cc(NC(=O)c3cccs3)ccc2OC[C@@H]2O[C@H](CC(=O)NCC(F)(F)F)CC[C@H]21
  Mtb BioA inh: 0.6
CCC(=O)N1[C@@H]2c3cccc(=O)n3C[C@@H]2[C@@H](CO)[C@@H]1C(=O)N1CCCCC1
  Mtb BioA inh: 2.4
C[C@H]1CN([C@@H](C)CO)C(=O)c2cc(NC(=O)Nc3cccc4ccccc34)ccc2O[C@H]1CN(C)S(=O)(=O)c1cccs1
  Mtb BioA inh: 0.3
C[C@H](CO)N1C[C@H](C)[C@@H](CN(C)CC2CCCCC2)Oc2ccc(NC(=O)Cc3cn(C)c4ccccc34)cc2C1=O
  Mtb BioA inh: -3.0
O=C(C[C@@H]1CC[C@@H]2[C@H](COC[C@H](O)CN2C(=O)c2ccccc2)O1)NCc1ccc(-c2ccccc2)cc1
  Mtb BioA inh: 0.7
C[C@H](CO)N1C[C@H](C)[C@@H](CN(C)C(=O)c2ccccc2)OCCCC[C@H](C)Oc2ccc(NC(=O)C3CCCCC3)cc2C1=O
  Mtb BioA inh: -0.9
C[C@@H]1CCCCO[C@@H](CN(C)C(=O)c2ccccc2)[C@@H](C)CN([C@H](C)CO)C(=O)c2cc(NC(=O)Nc3ccc(C(F)(F)F)cc3)ccc2O1
  Mtb BioA inh: -0.4
O=C(Nc1ccccc1F)N[C@@H]1CC[C@@H](CCNC(=O)C2CCCC2)O[C@@H]1CO
  Mtb BioA inh: -2.7
COc1cccc(-c2ccc3c(c2)O[C@H](CN(C)C(=O)C2CCC2)[C@@H](C)CN([C@@H](C)CO)S3(=O)=O)c1
  Mtb BioA inh: -3.0
C[C@@H]1CN([C@H](C)CO)C(=O)c2cc(NC(=O)CCC(F)(F)F)ccc2O[C@@H](C)CCCCO[C@H]1CN(C)C(=O)Nc1ccc(C(F)(F)F)cc1
  Mtb BioA inh: 0.7
CC(=O)N(C)C[C@H]1Oc2cc(C#Cc3ccc(F)cc3)ccc2S(=O)(=O)N([C@@H](C)CO)C[C@@H]1C
  Mtb BioA inh: 0.9
CCN(C[C@@H]1N[C@H](CO)[C@H]1c1ccc(-c2ccc(F)cc2)cc1)C(=O)COC
  Mtb BioA inh: -3.9
CN1CCN(C(=O)C[C@H]2CC[C@H]3[C@@H](COC[C@@H](O)CN3C(=O)Nc3cc(Cl)cc(Cl)c3)O2)CC1
  Mtb BioA inh: -1.2
Cc1ccc(S(=O)(=O)N(C)C[C@H]2Oc3ccc(NS(C)(=O)=O)cc3C(=O)N([C@@H](C)CO)C[C@@H]2C)cc1
  Mtb BioA inh: 0.4
O=C(C[C@H]1C[C@H]2c3cc(NC(=O)C4CCOCC4)ccc3O[C@H]2[C@@H](CO)O1)NCc1cc(F)ccc1F
  Mtb BioA inh: -0.1
C[C@H]1CN([C@@H](C)CO)S(=O)(=O)c2ccc(-c3ccc(C(=O)N(C)C)cc3)cc2O[C@@H]1CN(C)C(=O)C1CCCCC1
  Mtb BioA inh: 0.1
CN(C)C(=O)C[C@H]1CC[C@@H]2[C@H](COC[C@@H](O)CN2Cc2nccs2)O1
  Mtb BioA inh: -0.4
C[C@@H]1CCCCO[C@H](CN(C)Cc2ccc(C(F)(F)F)cc2)[C@@H](C)CN([C@@H](C)CO)C(=O)c2cc(NC(=O)c3ccncc3)ccc2O1
  Mtb BioA inh: 0.0

(listing goes on)
Structure | Mtb BioA inh
COc1ccc(NC(=O)N(C)C[C@H]2Oc3c(NC(=O)C4CC4)cccc3C(=O)N([C@H](C)CO)C[C@H]2C)cc1 | 3.9
C[C@H]1CN([C@@H](C)CO)S(=O)(=O)c2ccc(-c3cncnc3)cc2O[C@H]1CN(C)C(=O)c1ccc2c(c1)OCO2 | 0.3
COc1ccc(S(=O)(=O)N2C[C@@H](O)COC[C@@H]3O[C@H](CC(=O)N[C@@H]4CCN(Cc5ccccc5)C4)CC[C@H]32)cc1 | 2.5
CC(C)NC(=O)Nc1ccc2c(c1)C(=O)N([C@H](C)CO)C[C@H](C)[C@@H](CN(C)C(=O)Nc1ccc3c(c1)OCO3)OCCCC[C@H](C)O2 | 0.3
O=C(C[C@@H]1C=C[C@@H](NC(=O)Nc2cc(F)ccc2F)[C@H](CO)O1)Nc1ccc(-c2ccccc2)cc1 | -1.5
CN1C(=O)c2cc(NC(=O)c3cccs3)ccc2OC[C@H]2O[C@@H](CC(=O)NCC3CC3)CC[C@H]21 | 4.5
COCC#Cc1ccc([C@@H]2[C@@H](CO)N3CCCCN(Cc4cccnc4)C[C@H]23)cc1 | -4.4
C[C@@H]1CN([C@H](C)CO)C(=O)c2cc(NS(=O)(=O)c3ccc(F)cc3)ccc2O[C@@H](C)CCCCO[C@@H]1CN(C)C(=O)C1CCCCC1 | 2.0
CNC[C@H]1Oc2c(NC(=O)c3nc4ccccc4s3)cccc2C(=O)N([C@@H](C)CO)C[C@@H]1C | -0.7
COc1cccc(C(=O)Nc2ccc3c(c2)OC[C@H](C)N(CC2CC2)C[C@H](C)[C@H](OC)CN(C)C3=O)c1 | 1.1
O=C(C[C@H]1C[C@@H]2c3cc(NC(=O)c4ccc5c(c4)OCO5)ccc3O[C@@H]2[C@@H](CO)O1)NCc1ccc(Cl)cc1 | 1.1
C[C@@H]1CN([C@H](C)CO)C(=O)c2cccc(NC(=O)c3cnccn3)c2O[C@H]1CN(C)CC1CC1 | -4.0
CC(C)NC(=O)N(C)C[C@H]1Oc2cc(C#CC3CC3)ccc2S(=O)(=O)N([C@@H](C)CO)C[C@@H]1C | -0.8
CC(C)NC(=O)Nc1ccc2c(c1)C(=O)N(C)[C@H]1CC[C@@H](CC(=O)NCC(F)(F)F)O[C@@H]1CO2 | -10.6
CNC(=O)C[C@H]1CC[C@H]2[C@@H](COC[C@@H](O)CN2Cc2ccc(Cl)c(Cl)c2)O1 | 0.8
CC(C)NC(=O)Nc1ccc2c(c1)C(=O)N([C@H](C)CO)C[C@H](C)[C@H](CN(C)CC1CCCCC1)OCCCC[C@@H](C)O2 | 0.5
C[C@@H]1CN([C@H](C)CO)C(=O)c2cc(NS(=O)(=O)c3cn(C)cn3)ccc2O[C@@H](C)CCCCO[C@H]1CN(C)S(=O)(=O)c1cn(C)cn1 | -2.2
[N-]=[N+]=NCc1ccccc1C[C@]1(C(=O)NCCN2CCOCC2)COC(c2ccc(OCCCO)cc2)=N1 | 0.7
C[C@H]1CN([C@@H](C)CO)C(=O)c2cccc(NC(=O)Nc3ccc4c(c3)OCO4)c2O[C@H]1CN(C)Cc1ccc(Oc2ccccc2)cc1 | -0.3
COC(=O)C[C@H]1CC[C@H]2[C@@H](COc3ccc(NC(=O)Nc4cccc(Cl)c4)cc3C(=O)N2C)O1 | -0.5
C[C@@H]1CN([C@H](C)CO)C(=O)c2c(c3ccccc3n2C)-c2ccccc2CO[C@@H]1CN(C)Cc1cccc(C(=O)O)c1 | 1.1
CC=Cc1ccc2n(c1=O)C[C@H]1[C@H](CO)[C@@H](C(=O)NCCC)[C@@H]2N1C(=O)c1ccccc1 (mixture of isomers) | 0.0
CO[C@@H]1CN(C)C(=O)c2ccc(NC(C)=O)cc2OC[C@@H](C)N(C(=O)c2ccncc2)C[C@H]1C | -1.6
CCCC(=O)Nc1ccc2c(c1)OC[C@@H](C)N(Cc1ccccc1C(=O)O)C[C@@H](C)[C@H](OC)CN(C)C2=O | 0.3
CN(C)CC(=O)N1CCCCN2[C@H](CO)[C@@H](c3ccc(/C=C/c4ccccc4)cc3)[C@@H]2C1 | -7.0
COc1ccccc1CN1[C@H](CO)[C@H]2c3ccccc3N(C(=O)c3cccnc3)C[C@H]21 | -3.4
Cc1ccc(S(=O)(=O)Nc2ccc3c(c2)C(=O)N([C@H](C)CO)C[C@@H](C)[C@@H](CN(C)Cc2ccc(C(F)(F)F)cc2)OCCCC[C@@H](C)O3)cc1 | 1.1
O=C(Nc1ccccc1F)N1CCCCN2[C@H](CO)[C@H](c3ccc(/C=C/c4ccccc4)cc3)[C@H]2C1 | 5.8
